EBI2 block: blocks human EBI2 receptor beta-arrestin signaling; EBI2 beta-arrestin recruitment, luminescence, 7a,25-OHC stimulated; inhibition, % at 5 µM; actives 0.81% (n = 360,000); in the data active = inhibition above about 38%;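 also: enzyme fragment complementation signal reports receptor beta-arrestin coupling in cells; 0% = agonist plus DMSO wells and 100% = wells without agonist; some results beyond the cut were filed as inactive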
UPR XBP1 act: activators of adaptive arm of unfolded protein response (XBP1). AID 463104. actives 0.33% (n = 330,000). activation, % at 20 µM. CHO-XBP1 luciferase reporter, IRE1-XBP1 UPR activation, luminescence; percent of tunicamycin response, DMSO as zero;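 active = versus positive control, 20 µM dose yields 30% or more activation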;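 also: 100% = tunicamycin at 10 µg/mL and 0% = DMSO only wells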
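incubation = overnight seeding at 37 °C, 6 h compound treatment at 37 °C | assay system = CHO-XBP1 cells stably carrying IRE1-XBP1-driven luciferase reporter | input = 1000 cells per well | detection = luciferase luminescence | dosing = single point, 20 µM final compound, 1% DMSO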
CCR6 antagonist: CCR6 (human) receptor antagonism; actives 0.49% (n = 340,000); AID 493098; CHO-K1 CCR6 PathHunter beta-arrestin, luminescence, CCL20-stimulated; inhibition, % at 20 µM; P51684;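 active = compounds whose inhibition of the agonist-driven luminescence signal at 20 µM reaches about 50%, limit read from the data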;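 also: cells stimulated with CCL20 at 14 nM final; plate controls were DMSO with CCL20 for no effect and DMSO without agonist for full effect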
UPR CHOP act: apoptotic UPR (CHOP) activation; CHO-CHOP luciferase reporter, luminescence; percent of tunicamycin response over DMSO baseline; activation, % at 10 µM; actives 0.34% (n = 330,000);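 active = at 10 µM dose, activation of 40% or more, normalized to positive control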;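 also: 100% = tunicamycin at 10 µg/mL and 0% = DMSO alone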
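Assay system: CHO-CHOP cells, stable luciferase reporter of PERK-eIF2a-CHOP signalling / Buffer or medium: F12 plus 10% serum / Compound dosing: one dose, 10 µM in 0.5% DMSO / Times: 6 h compound treatment, 37 °C / Technique: luciferase luminescence / Read-out: % reporter activation, DMSO baseline versus tunicamycin full activation / Benchmarks: tunicamycin and DMSO controls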
CXCR6 inh: inhibitors of human CXCR6 receptor | O00574 | CHO-K1 PathHunter CXCR6 beta-arrestin, luminescence | inhibition, % at 20 µM | actives 0.36% (n = 360,000); in the data active = inhibition above about 34%, passing the limit was not always enough;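 also: antagonist mode with CXCL16 agonist at 10 nM final; 0% = 10 nM CXCL16 with DMSO and 100% = unstimulated wells without agonist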
Jurkat NFkB inh: inhibitors of the PMA/ionomycin-induced NF-kB reporter in Jurkat cells; inhibition, % at 4 µM; PMA/ionomycin-induced NF-kB luciferase reporter, luminescence; actives 0.53% (n = 330,000); AID 435003; in the data active = inhibition above about 50%
697 NFkB inh: inhibitors of the PMA/ionomycin-induced NF-kB reporter in 697 B cells | 697 B-cell NF-kB luciferase reporter, 16 h | inhibition, % at 4 µM | actives 0.33% (n = 330,000) | AID 435022; in the data active = inhibition above about 35%
Mdm2-MdmX inh: human Mdm2/MdmX binding inhibition; SaOS-2 split-luciferase Mdm2/MdmX complementation, luminescence; actives 3% (n = 330,000); inhibition, % at 8 µM; O15151+Q00987; AID 485346;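 active = inhibition of at least 50% at 8 µM in the primary screen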
Target sequence (O15151 whole entry, looked up): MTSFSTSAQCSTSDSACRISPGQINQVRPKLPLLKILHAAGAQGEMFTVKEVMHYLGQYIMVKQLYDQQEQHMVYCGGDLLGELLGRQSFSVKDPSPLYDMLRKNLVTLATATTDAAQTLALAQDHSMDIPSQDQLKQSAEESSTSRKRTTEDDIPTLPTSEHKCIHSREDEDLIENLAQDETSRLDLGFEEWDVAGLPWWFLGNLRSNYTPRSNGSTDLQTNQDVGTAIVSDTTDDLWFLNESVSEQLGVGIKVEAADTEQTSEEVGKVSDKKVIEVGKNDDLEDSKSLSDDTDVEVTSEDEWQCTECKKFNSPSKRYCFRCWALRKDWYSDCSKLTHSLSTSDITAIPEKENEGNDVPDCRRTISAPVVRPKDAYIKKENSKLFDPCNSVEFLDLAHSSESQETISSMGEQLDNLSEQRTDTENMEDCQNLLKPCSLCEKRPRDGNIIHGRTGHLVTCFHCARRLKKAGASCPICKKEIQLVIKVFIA
Target sequence (Q00987 whole entry, looked up): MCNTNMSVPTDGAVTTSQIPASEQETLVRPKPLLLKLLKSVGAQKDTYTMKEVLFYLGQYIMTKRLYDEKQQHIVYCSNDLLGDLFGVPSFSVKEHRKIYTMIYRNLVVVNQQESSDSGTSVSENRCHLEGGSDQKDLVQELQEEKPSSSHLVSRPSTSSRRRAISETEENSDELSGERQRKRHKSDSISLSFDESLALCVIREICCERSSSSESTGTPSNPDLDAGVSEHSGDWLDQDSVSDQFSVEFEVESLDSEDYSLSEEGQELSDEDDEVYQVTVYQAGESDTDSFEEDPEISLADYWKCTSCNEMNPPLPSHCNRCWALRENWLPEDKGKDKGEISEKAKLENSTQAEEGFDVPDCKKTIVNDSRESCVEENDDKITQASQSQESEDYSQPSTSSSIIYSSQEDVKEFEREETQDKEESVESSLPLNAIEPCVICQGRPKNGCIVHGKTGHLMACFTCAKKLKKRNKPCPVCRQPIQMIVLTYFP
Gli-Sufu antag: antagonists of Gli-Sufu signaling; Sufu-KO-LIGHT fibroblasts, Gli luciferase reporter luminescence; actives 0.74% (n = 340,000); inhibition, % at 5 µM;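 active = inhibition above about 55%, limit read from the data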;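 also: 0% = DMSO-treated cells and 100% = wells with medium but no cells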
Starred values were filed as active, the others as inactive; / = not tested or not shown.

SMILES	EBI2 block	UPR XBP1 act	CCR6 antagonist	UPR CHOP act	CXCR6 inh	Jurkat NFkB inh	697 NFkB inh	Mdm2-MdmX inh	Gli-Sufu antag
CC(=O)NC1=C(Nc2ccc(N(C)C)cc2)C(=O)c2ccccc2C1=O	0	-5	6	3.4	1	-128	-185	70*	-59
Cc1cc(Cl)ccc1OCC(=O)N1CC(C)CC(C)C1 (stereo unspecified)	5	-1	20	1.0	-4	-7	-8	0	0
Cc1nn(C)c(C)c1S(=O)(=O)N1CCC(C(=O)NC2CCCc3ccccc32)CC1 (stereo unspecified)	-1	0	9	2.0	-5	3	4	4	13
CCOc1ccccc1NC(=O)c1oc2ccccc2c1NC(=O)C1CCCO1 (stereo unspecified)	-1	3	5	0.2	-1	-11	-8	7	4
Cc1ccccc1C(O)c1ccccn1 (stereo unspecified)	-2	0	-16	-0.6	-5	4	16	2	0
COc1ccc(C(=O)CSc2nc3cccnc3n2C)cc1	1	-3	8	0.5	-4	0	0	17	-6
CN(C)c1ccc(CNC(=O)c2cc(S(=O)(=O)N3CCOCC3)cn2C)cc1	-2	-2	5	-0.1	-2	0	23	-19	-2
Cc1c(NC(=O)COC(=O)C2(c3ccccc3F)CCCC2)c(=O)n(-c2ccccc2)n1C	-4	-5	-1	-1.0	-7	-10	-1	12	-23
CC1(C)COC(c2ccc3c(c2)OCO3)OC1	-6	/	7	/	-5	/	/	/	-3
COc1cc(C(=O)NCC(=O)Nc2c(C)cccc2C)ccc1OCC(=O)N1CCOCC1	-17	1	0	-0.1	-3	-7	4	1	-3
COC(=O)Nc1nc(C)c(C(=O)N(C)C)s1	-23	5	-7	-4.4	4	-8	4	6	7
CCCCNC(=O)O/N=C(\N)CS(=O)(=O)C(C)(C)C	8	-1	16	-1.1	-6	6	3	15	-15
CN(C)S(=O)(=O)c1ccc2c(c1)c(=O)c(C(=O)N1CCN(c3ccccn3)CC1)cn2C	-1	-1	9	1.6	2	8	16	12	-5
CCCC(O)(CCC)C(=O)NN1CCCCC1	-7	-3	-8	1.0	0	25	15	7	4
O=S(=O)(/N=C(\[O-])C[n+]1ccccc1)c1ccc(Cl)cc1	-5	3	-2	-1.4	-1	-12	-3	-16	-6

Ordered by molar mass (rising): 6 of the compounds above.
SMILES	EBI2 block	UPR XBP1 act	CCR6 antagonist	UPR CHOP act	CXCR6 inh	Jurkat NFkB inh	697 NFkB inh	Mdm2-MdmX inh	Gli-Sufu antag
CC1(C)COC(c2ccc3c(c2)OCO3)OC1	-6	/	7	/	-5	/	/	/	-3
COC(=O)Nc1nc(C)c(C(=O)N(C)C)s1	-23	5	-7	-4.4	4	-8	4	6	7
CCCCNC(=O)O/N=C(\N)CS(=O)(=O)C(C)(C)C	8	-1	16	-1.1	-6	6	3	15	-15
O=S(=O)(/N=C(\[O-])C[n+]1ccccc1)c1ccc(Cl)cc1	-5	3	-2	-1.4	-1	-12	-3	-16	-6
CCOc1ccccc1NC(=O)c1oc2ccccc2c1NC(=O)C1CCCO1 (stereo unspecified)	-1	3	5	0.2	-1	-11	-8	7	4
CN(C)c1ccc(CNC(=O)c2cc(S(=O)(=O)N3CCOCC3)cn2C)cc1	-2	-2	5	-0.1	-2	0	23	-19	-2

The results go on.
SMILES	EBI2 block	UPR XBP1 act	CCR6 antagonist	UPR CHOP act	CXCR6 inh	Jurkat NFkB inh	697 NFkB inh	Mdm2-MdmX inh	Gli-Sufu antag
Cc1nc2ncccn2c1-c1csc(Nc2ccc(O)cc2)n1	20	-2	-6	0.3	-4	3	3	72*	55*
CC(=O)N/C(=C\c1ccccc1)C(=O)OCC(=O)NC(=O)c1ccccc1	-2	-3	3	1.5	-12	-5	-9	9	2
Nc1cc(Cc2ccccc2)ccc1O	-25	/	0	/	-3	/	/	/	-6
COc1cccc(-c2nnn(CC(=O)N3CCCCC3)n2)c1	1	-1	2	3.3	-3	-44	-53	-42	-16
COc1ccccc1C(=O)NC(=O)COC(=O)CCNS(=O)(=O)c1ccccc1	-7	-1	-4	-2.0	-6	9	12	-3	10
CCOc1ccc(NC(=O)CN2C(=O)C3CC=CCC3C2=O)cc1 (stereo unspecified)	-5	0	-10	2.0	7	-5	2	1	-7
CCOc1ccc(C(O)Cn2c(=N)n(CCN3CCCCC3)c3ccccc32)cc1 (stereo unspecified)	11	-1	13	2.1	0	-8	6	26	17
COc1cccc(OCc2nnc(SCC(=O)OC3CCCCC3)n2C)c1	-1	0	-8	0.1	1	-5	-2	-11	-12
CC(=O)C(C(C)=O)C(NC(=O)c1cccnc1)(C(F)(F)F)C(F)(F)F	-6	-5	16	0.6	3	-19	-5	16	-5
COc1ccc(NC(=S)N(CCc2c(C)[nH]c3ccc(C)cc23)Cc2cccnc2)cc1	19	-3	20	0.8	8	-16	-5	16	/
CC1=CC(=O)C=C/C1=C(/c1ccc(O)cc1C)c1ccccc1S(=O)(=O)O	4	1	25	-2.7	12	-1	11	7	1
C(#Cc1ccc2c(c1)COc1c3ccccc3nn1-2)c1ccccc1	19	5	8	4.6	-7	-77	-109	-122	-36
Cc1cc(C)c(NC(=O)CSc2nc3ncc(Cl)cc3[nH]2)c(C)c1	-1	-3	14	0.5	0	-9	-2	12	-11
COc1ccc2oc(=O)c(C(=O)NCC3CCCO3)cc2c1 (stereo unspecified)	-1	0	-5	-0.2	-1	-8	1	4	-1
Cc1ccc(S(=O)(=O)c2nc(-c3ccco3)oc2N2CCC(C)CC2)cc1	-13	-3	13	0.9	5	11	-6	13	8
COc1ccccc1N(CC(O)CN1C(=O)NC(C)(C)C1=O)S(=O)(=O)c1ccc(C)cc1 (stereo unspecified)	6	-1	0	-0.1	-9	11	17	-21	-4
CCOC(=O)C(NC(=O)c1ccc(F)cc1)(Nc1sc2c(c1C(N)=O)CCC2)C(F)(F)F (stereo unspecified)	-6	-2	14	-1.3	1	-6	-16	26	-7
CCN1CCc2c(sc(NC(=O)c3ccc(S(=O)(=O)N4CCOCC4)cc3)c2C(=O)OC)C1	8	2	22	-0.3	-7	-17	-27	64*	45
COc1ccc(/C=C/C(=O)NC(=S)Nc2ccc(S(N)(=O)=O)cc2)cc1	4	-1	30	2.4	22	-5	-22	10	2
Nc1nonc1C(=Nc1ccc(Br)cc1)NO	-3	4	-6	1.1	-8	-1	15	11	-3
O=C(NCc1ccc(F)cc1)c1cc2ccccc2o1	8	-3	1	-0.6	5	-21	-4	-17	19
Cc1ccccc1NC(=O)Cc1nc(COC(=O)CCNS(=O)(=O)c2ccccc2)cs1	-1	1	18	0.1	0	-1	22	11	-8
COc1cccc(CNC(=O)CS(=O)(=O)Cc2nc(-c3ccc(C)cc3)oc2C)c1OC	4	3	-4	1.2	3	1	6	2	/
O=S1(=O)CCO[C@H]2Cc3ccccc3[C@H]2N1Cc1ccc(Cl)cc1	16	1	5	-2.2	3	-4	6	-11	-20
CCn1nc(C(=O)NCC2COc3ccccc3O2)c2ccccc2c1=O (stereo unspecified)	-8	2	18	0.0	-2	-5	-3	-3	1
CCOc1ccccc1CN1CCNC(=O)C1CC(=O)NCc1nccn1CC (stereo unspecified)	-7	-1	-1	-0.4	-7	17	2	6	3
CCCS(=O)(=O)N1CCC(C(=O)NCCN2CCC(Cc3ccccc3)CC2)CC1	-14	-4	15	0.4	1	-3	7	-2	6
CCOc1ccccc1NC(=O)C(NCCN(C)C)c1ccccc1 (stereo unspecified)	18	-1	4	0.7	-10	-4	-14	11	9
O=C(NCc1ccccn1)c1ccc([N+](=O)[O-])cc1	-8	2	-10	-0.9	-8	-14	12	-9	8
COC(=O)c1ccc(Cn2nc(-c3ccc(C)cc3)ccc2=O)cc1	8	-4	11	-0.1	-4	12	7	15	2
CCOc1ncccc1C(=O)OCC(=O)c1cc(OC)c(OC)c(OC)c1	3	-4	19	0.7	0	2	15	-18	10
CC(C)(C)C(=O)Nc1nnc(CCc2ccccc2)s1	-6	-1	-10	5.1	5	-86	-94	-54	-43
CC(C)Cc1ccc(C(C)C(=N)N)cc1 (stereo unspecified)	-21	0	3	1.7	-4	4	17	-18	-5
O=C1Cc2ccccc2C(c2ccc(Br)cc2)N1 (stereo unspecified)	1	0	4	-2.3	6	5	-17	0	-3
COc1ccc(C(=O)NC(=S)Nc2ccc([N+](=O)[O-])cc2C)cc1OC	14	-1	68*	-0.9	50*	20	13	16	5
CS(=O)(=O)N(Cc1cc2ccccc2[nH]c1=O)C1CCCCC1	13	0	-1	-3.9	8	-6	15	22	-10
COc1ccccc1NS(=O)(=O)c1ccc(NC(=O)c2ccccn2)cc1	-4	-2	14	-1.4	0	4	-71	17	1
Cc1ccc(-c2csc(NC(=O)c3cc([N+](=O)[O-])ccc3N3CCOCC3)n2)cc1	39	-2	-2	2.2	-7	-2	-3	29	3
CCCCN(C(=O)CNC(=O)c1ccco1)C(C(=O)NC1CCCC1)c1ccc(OC)cc1 (stereo unspecified)	6	1	-1	-0.7	-7	-4	24	5	-3
COCC(=O)N(Cc1cc2ccc(C)cc2[nH]c1=O)c1cccc(C)c1	-5	-1	-11	0.1	2	5	-4	3	-6
CCn1nnnc1SCC(=O)NNC(=O)C1CCCCC1	-2	1	-2	1.5	8	-2	25	-2	6
O=C(c1ccccc1)N(Cc1ccc2c(c1)OCO2)Cc1nc2ccccc2c(=O)[nH]1	1	-3	9	-0.8	4	2	6	22	-13
O=C(CN1CCN(Cc2ccccc2)C1=O)NCc1ccc(Cl)cc1	9	-3	5	-1.8	-2	-2	10	18	5
Cc1c(Cl)cccc1NC(=S)N(CCCN1CCOCC1)Cc1cccs1	1	-2	13	1.6	-3	9	0	12	8
O=C(N/N=C/c1ccc(Cl)c([N+](=O)[O-])c1)c1ccc2c(c1)OCCO2	2	/	-2	/	-9	/	/	/	-7
CCNC(=O)CN1c2cccc3cccc(c23)S1(=O)=O	-7	-3	-5	-1.2	3	-6	5	18	2
Cn1c(SCC(=O)c2ccc(O)cc2O)nnc1-c1ccccc1	-18	2	-3	-0.4	-8	7	0	3	-18
COC(=O)/C=C/C(=O)NCc1ccco1	-1	-3	11	-0.7	5	-2	9	12	12
O=C(COC(=O)Cc1ccsc1)NC1CCCCCC1	-2	3	-2	-1.0	-15	6	32	16	-2
CC(C)(C)c1csc(NC(=O)Cn2cnc3ccccc3c2=O)n1	2	-2	-7	-2.5	-3	-4	5	16	3
N/C(=N\OC(=O)CCCOc1ccccc1)c1cccc(Br)c1	2	-2	4	1.5	-2	4	-2	2	4
CSc1ccccc1NC(=O)CSc1nnc(COc2ccccc2)o1	6	4	-8	1.7	1	8	-1	3	20
CCc1ccc(-c2csc3ncn(Cc4ccc(C(=O)O)cc4)c(=O)c23)cc1	2	-2	-11	-0.2	4	-4	14	3	-1
COc1ccc(/C=N/NC(=O)/C(=C/c2ccccc2)CCO)cc1	3	0	-5	2.5	-4	3	0	-1	-1
CCCC1=C(C(=O)OCC)C(c2cc(Cl)cc(OC)c2OCC(=O)OCC)NC(=O)N1 (stereo unspecified)	2	-4	-22	2.3	2	6	13	13	-4
O=C1OC(=O)c2cc([N+](=O)[O-])ccc21	-5	-2	0	-1.7	0	-9	21	27	10
Cc1ccc(NC(=O)C2c3ccccc3Oc3ccccc32)nc1	7	-3	-6	-2.4	-2	-3	-21	29	3

Compound activity from PubChem BioAssay.
